Source: PubChem BioAssay (National Center for Advancing Translational Sciences (NCATS))
RORg inh: inhibitors of mouse ROR gamma transcriptional activity | P51450 | Drosophila S2 Gal4-RORgamma UAS-luciferase reporter, 20 h | Potency, µM (titrated, usually from 53.6 µM), for inactives: at the top dose activity change, negative = inhibition, actives largely listed as inhibitors | 5.4% of 310,000 active | AID 2551; also: potency is read from the fitted curve at half-maximal effect; % is scaled to controls: 0 for no effect and ±100 for the full control effect; nearly all actives have a fitted effect of over 60% in size
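Schneider cells (Drosophila), stable Gal4 DBD–ROR gamma + UAS-luc; 1 hr cmpd preincubation; Cu2+ induction 700 uM final; 20 hr ambient; luminescence.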
Rab9 prom act: activates the Rab9 promoter; Potency, µM (series often up to 9.22 µM), for inactives: at the highest dose activation, negative = inhibition, hits mostly activators; Huh7 Rab9 promoter-luciferase reporter, luminescence, 24 h; 2.8% of 320,000 active; AID 485297; also: potency is read from the fitted curve at half-maximal effect; % of control where 0% means no effect; nearly all actives have a fitted effect of over 60% in size
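Cells were plated at 1500 per well in reduced-serum medium with 10% FBS and left 2 h. Compound in DMSO was then added for 24 h at 37 °C. Reporter signal was read by luminescence after 10 min with luciferase detection reagent.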
ELG1 genotox: inducers of genotoxicity in HEK293T ELG1-luciferase cells | HEK293T ELG1-luciferase reporter, luminescence, 16 h | Potency, µM (highest dose often 46 µM), without a hit: at the highest dose activity change, positive = activation, usual class: activators | AID 504466 | 1.3% of 330,000 active; also: potency is read from the fitted curve at half-maximal effect; % of control where 0% means no effect; nearly all actives have a fitted effect of over 60% in size
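Step 1: seed 2,000 HEK293T ELG1-luciferase cells per well. Step 2: add compound or DMSO, incubate 16 hr at 37 °C. Step 3: ONE-Glo, 30 min at room temperature, read luminescence.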
BRCA1 expr up: increases BRCA1 expression; 1.1% of 380,000 active; Potency, µM (highest dose often 46.1 µM), inactives show top-dose activation, usual class: activators; MCF7-BRCA1-FFLuc reporter, luminescence, 48 h; response scale: scaled: vehicle 0%, 10 µM genistein 100%; also: potency is read from the fitted curve at half-maximal effect; nearly all actives have a fitted effect of over 80% in size; some results filed as inactive show a strong effect at the top dose
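Reporter cells (MCF7, BRCA1 promoter-firefly luciferase) received library compounds across a concentration series for 48 h. End-point luminescence was measured and concentration-effect curves derived after normalization.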
NPC1 prom act: NPC1 promoter activation; Potency, µM (top dose mostly 9.22 µM), inactives show at the highest dose activation, hits mostly activators; Huh7 NPC1 promoter luciferase reporter, 24 h; 2.4% of 320,000 active;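 also: potency is read from the fitted curve at half-maximal effect; % of control where 0% means no effect; nearly all actives have a fitted effect of over 60% in size; reporter is driven by a mutant NPC1 promoter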
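Luminescence read-out of NPC1 promoter-driven luciferase in stably transfected Huh7 cells; compounds delivered in DMSO and left 24 h at 37C, 5% CO2, qHTS titration format.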
TRPV1 agonist: agonists of human vanilloid receptor 1 (TRPV1); Q8NER1; TRPV1-expressing cells, Fluo-8 calcium influx, agonist mode; activation, % at 8.33 µM; 0.19% of 320,000 active; AID 540275; in the data active = activation above about 80%; inconclusive = between about 30% and that limit; also: 0% is about no effect
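TRPV1-expressing cells were cultured overnight at 35.5C and loaded with Fluo-8 calcium dye for 40 to 90 min at room temperature. After a 10 s baseline, compound was added and calcium influx was read kinetically for 3 min (ex 480/em 520 nm).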
p53 reactivator: mutant p53 re-activation in reporter cells. H1299 p53-A138V BP100-luciferase reporter, luminescence, 24 h. Potency, µM (top dose mostly 92.2 µM), for inactives: top-dose activity change, positive = activation, hits mostly activators. 0.063% of 320,000 active. AID 504706; also: potency is read from the fitted curve at half-maximal effect; % of control where 0% means no effect; nearly all actives have a fitted effect of over 45% in size
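H1299 (p53-null), stable ts p53-A138V + BP100-Luc; 1000 cells/well, Opti-MEM/10% FBS; cpd 4 pt, 1:5; 24 h, 37 deg C, 5% CO2; detection reagent 10 min RT; luminescence.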
Tb PFK block: T. brucei PFK enzyme inhibition; Potency, µM (titrated, usually from 57.5 µM), for inactives: at the highest dose activity, negative = inhibition, hits mostly inhibitors; AID 485367; O15648; 0.17% of 330,000 active; T. brucei PFK, ADP-Glo luminescence;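 also: potency is read from the fitted curve at half-maximal effect; 0% = uninhibited 1x PFK enzyme wells and -100% = no-enzyme wells; nearly all actives have a fitted effect of over 60% in size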
Target sequence (O15648 whole entry, looked up): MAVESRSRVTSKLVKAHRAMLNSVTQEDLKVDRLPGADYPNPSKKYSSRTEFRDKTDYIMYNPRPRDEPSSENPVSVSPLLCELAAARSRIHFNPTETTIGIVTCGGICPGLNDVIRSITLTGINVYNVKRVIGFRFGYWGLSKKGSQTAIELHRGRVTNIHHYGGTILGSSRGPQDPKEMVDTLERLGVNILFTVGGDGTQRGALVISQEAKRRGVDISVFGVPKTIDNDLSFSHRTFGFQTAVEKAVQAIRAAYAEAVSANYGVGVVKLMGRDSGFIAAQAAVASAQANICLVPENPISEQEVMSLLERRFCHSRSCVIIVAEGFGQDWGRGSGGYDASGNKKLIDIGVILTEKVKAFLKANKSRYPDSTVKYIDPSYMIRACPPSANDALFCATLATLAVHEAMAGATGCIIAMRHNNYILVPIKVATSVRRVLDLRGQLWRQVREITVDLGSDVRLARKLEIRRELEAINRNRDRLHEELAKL
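PFK 1.25 nM, F6P 0.5 mM, ATP 0.1 mM, 0.1 M TEA pH 8.0, 5 mM MgCl2, 0.01% Tween20, 0.1% BSA; 45 min RT. ADP-Glo readout. qHTS titration up to 57 uM; curves fitted, compounds curve-classed.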
FLuc modulator: firefly luciferase modulation, counter-screen for miR-21 project; P08659; purified FLuc, Km substrates, luminescence inhibition; Potency, µM (top dose mostly 57.5 µM), without a hit: top-dose activity change, negative = inhibition, most hits filed as inhibitors; 6.9% of 360,000 active; AID 588342;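 also: potency is read from the fitted curve at half-maximal effect; plate controls were vehicle for no effect and reference inhibitor for full effect; nearly all actives have a fitted effect of over 55% in size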
Target sequence (P08659 whole entry, looked up): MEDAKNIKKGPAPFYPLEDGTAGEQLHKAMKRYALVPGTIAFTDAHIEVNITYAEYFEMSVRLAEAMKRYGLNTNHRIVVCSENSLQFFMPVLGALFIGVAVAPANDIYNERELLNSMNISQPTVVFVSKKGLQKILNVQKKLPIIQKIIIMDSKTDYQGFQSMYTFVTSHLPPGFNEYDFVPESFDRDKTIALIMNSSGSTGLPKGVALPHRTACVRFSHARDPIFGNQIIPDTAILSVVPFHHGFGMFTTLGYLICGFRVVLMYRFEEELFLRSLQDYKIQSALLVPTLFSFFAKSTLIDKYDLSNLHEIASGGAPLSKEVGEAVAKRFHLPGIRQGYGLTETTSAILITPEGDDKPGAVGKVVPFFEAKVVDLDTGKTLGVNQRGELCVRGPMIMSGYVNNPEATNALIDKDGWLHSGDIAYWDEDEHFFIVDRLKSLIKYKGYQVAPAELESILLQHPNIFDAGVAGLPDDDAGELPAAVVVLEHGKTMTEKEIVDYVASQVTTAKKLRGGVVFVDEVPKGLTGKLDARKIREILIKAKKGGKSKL
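Purified P. pyralis luciferase, 10 nM final, with Km-level 10 uM D-luciferin and 10 uM ATP in 50 mM Tris acetate pH 7.5, 10 mM Mg acetate, 0.01% Tween-20, 0.05% BSA; 6-point qHTS titration about 60 µM downward; luminescence read.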
VP16 counter: counter-screen for ROR gamma inhibitors: Gal4-VP16 reporter. Drosophila S2 Gal4-VP16 UAS-luciferase, luminescence, 20 h. Potency, µM (top dose mostly 53.6 µM), inactives show at the top dose activity, negative = inhibition, actives largely listed as inhibitors. AID 2546. 3.5% of 310,000 active;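 also: Gal4-VP16 expression switched on by copper sulfate through the metallothionein promoter; potency is read from the fitted curve at half-maximal effect; % is scaled to controls: 0 for no effect and ±100 for the full control effect; nearly all actives have a fitted effect of over 50% in size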
ELG1 DNA repair: blocks ELG1-dependent DNA repair in HEK293T cells. 2.3% of 330,000 active. Potency, µM (highest dose often 46.1 µM), without a hit: at the highest dose activity change, negative = inhibition, hits mostly inhibitors. HEK293T ELG1-luciferase reporter, luminescence, 16 h; DNA damage induced by 5-fluorouridine; also: potency is read from the fitted curve at half-maximal effect; % is scaled to controls: 0 for no effect and ±100 for the full control effect; nearly all actives have a fitted effect of over 55% in size
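Luminescence from the luciferase reporter, measured 30 min after ONE-Glo reagent at room temperature, was the read-out. Beforehand, 2,000 cells per well were exposed for 16 hr at 37 °C to 5-fluorouridine together with compound or vehicle.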
* marks the source's active call; other numbers are inactive results; ? = inconclusive; nt = not tested or not shown; [ ] = remark or other dose. Unless noted, calls follow the shape of the dose curve; as a rule, active = well fitted curve in the direction sought with a large enough effect; inconclusive = small, poorly fitted or top-dose-only effect, or another doubt; inactive = no such curve, though single readings can be large; an effect the other way counts as inactive or inconclusive. Not all compounds are listed. The share of hits here may be higher or lower than overall.

nr	Structure	RORg inh	Rab9 prom act	ELG1 genotox	BRCA1 expr up	NPC1 prom act	TRPV1 agonist	p53 reactivator	Tb PFK block	FLuc modulator	VP16 counter	ELG1 DNA repair
1	O=C(c1ccc2c(c1)ncn2-c1ccc(F)cc1F)N1CCC2(CC1)OCCO2	?	-3%	7%	-2%	-8%	2	8%	-1%	-9%	19%	13%
2	CC(C)C(C)(NC(=O)c1cccn(Cc2ccc3c(c2)OC(F)(F)O3)c1=O)C(N)=O (stereo not given)	31%	9%	-1%	-5%	-3%	3	-6%	-1%	-2%	-9%	1%
3	CCC(C)N1CCN(C(=O)Cc2ccccc2)CC1 (stereo not given)	13%	2%	-3%	-9%	0%	-4	5%	-4%	0%	3%	13%
4	CCOc1cc2c(cc1OCC)-n1cccc1C(c1ccc(C)cc1C)NC2 (stereo not given)	-7%	-1%	-5%	-41%	3%	8	1%	2%	0%	-6%	-10%
5	Cn1ncc(Cl)c1C(=O)N1CCC2(CC1)OCCO2	0%	1%	1%	-2%	1%	-4	-7%	1%	3%	-1%	-1%
6	Cc1cc(NC(=O)COC(=O)c2c(C)nn(Cc3ccccc3)c2Cl)no1	?	-2%	-3%	5%	-2%	2	-8%	-1%	3%	-16%	-4%
7	COc1cccc(C2=NOC(C(=O)N3CCC4(CC3)OCCO4)C2)c1 (stereo not given)	-1%	?	?	nt	?	-2	?	2%	?	-6%	?
8	CCc1cc(=O)oc2c(C)c(OCC(=O)N3CCC[C@@H]3C(=O)O)ccc12	-21%	-4%	-2%	7%	-1%	0	8%	-5%	1%	-8%	?
9	CC(C)CCOP(N)(=O)Oc1ccccc1Cl (stereo not given)	7%	2%	nt	55%	17%	0	-4%	0%	-1%	-1%	nt
10	CC(C)CN1CCN(Cc2c(F)cccc2Cl)CC1CCO (stereo not given)	-16%	6%	0%	0%	1%	1	2%	2%	0%	1%	-2%
11	CCCCOCCCN1C(C)=CC(=C2C(=O)NC(=S)NC2=O)C=C1C	0%	-2%	1%	9%	1%	5	1%	0%	0%	1%	14%
12	CCCCn1c(NS(=O)(=O)c2ccc(C)cc2)c(C(=O)OCC)c2nc3ccccc3nc21	-17%	-1%	-5%	-38%	1%	0	4%	0%	-1%	-1%	-17%
13	Fc1ccc(CNCCc2ccccc2F)cc1	4%	-8%	-1%	-7%	4%	-4	10%	0%	-4%	8%	14%
14	CC12CCC3C(CC=C4CC5(CCC43C)OCCO5)C1CCC2=O (stereo not given)	-26%	-4%	-8%	1%	-6%	-1	3%	-3%	1%	-12%	-5%
15	O=C(c1cn(Cc2ccccc2)c2ccccc12)C1CC1	36%	-6%	-6%	-8%	4%	0	0%	-5%	-10%	-8%[10 µM]	-26%

Of the compounds above, 2 contain four or more nitrogen atoms.
nr	Structure	RORg inh	Rab9 prom act	ELG1 genotox	BRCA1 expr up	NPC1 prom act	TRPV1 agonist	p53 reactivator	Tb PFK block	FLuc modulator	VP16 counter	ELG1 DNA repair
6	Cc1cc(NC(=O)COC(=O)c2c(C)nn(Cc3ccccc3)c2Cl)no1	?	-2%	-3%	5%	-2%	2	-8%	-1%	3%	-16%	-4%
12	CCCCn1c(NS(=O)(=O)c2ccc(C)cc2)c(C(=O)OCC)c2nc3ccccc3nc21	-17%	-1%	-5%	-38%	1%	0	4%	0%	-1%	-1%	-17%

(continued)
nr	Structure	RORg inh	Rab9 prom act	ELG1 genotox	BRCA1 expr up	NPC1 prom act	TRPV1 agonist	p53 reactivator	Tb PFK block	FLuc modulator	VP16 counter	ELG1 DNA repair
16	Cc1cc(C(=O)OCC(=O)Nc2c(F)cccc2F)c(C)n1C1CC1	nt	2%	1%	-1%	0%	2	0%	-1%	3%	nt	-1%
17	CC1=C(C(=O)Nc2ccccc2)SCCO1	0%	nt	nt	40%	nt	0	nt	nt	?	13%	nt
18	CC(c1ccccc1)(c1ccccc1)c1ccncc1	?	-2%	-1%	-30%	-5%	-4	-3%	2%	-3%	-27%	-16%
19	C=CCn1c(O)c(C=NCCN2CCNCC2)c(=O)[nH]c1=O	-6%	5%	-3%	-1%	-5%	2	1%	-3%	0%	-18%	0%
20	O=c1[nH]c(=S)n(-c2ccccc2F)c(O)c1C=Nc1ccc(N2CCOCC2)cc1	-38%	-7%	-18%	-12%	0%	13	-2%	6%	-1%	-4%	-13%
21	C[C@]12C[C@@H](O)[C@H](O)CC1=CCC1C2CC[C@@]2(C)C1CC[C@@H]2O (stereo not given in full)	nt	nt	-1%	5%	nt	nt	0%	-3%	nt	nt	-3%
22	Clc1ccc(C2NCCc3[nH]cnc32)cc1 (stereo not given)	3%	-1%	-1%	-27%	-2%	3	3%	-4%	-2%	4%	3%
23	CC(=O)Nc1ccc2c(c1)CC1(C(=O)N(C)C(=O)N(C)C1=O)C1CCCN21 (stereo not given)	1%	2%	1%	-2%	-4%	nt	-2%	-6%	5%	0%	?
24	Cn1c(O)c(C=NCCCCCCCCCCC(=O)O)c(=O)n(C)c1=O	3%	2%	-6%	3%	-4%	-2	-4%	-2%	2%	5%	?
25	CCC(CO)(C(=O)OC1CC2CCC(C1)N2C)c1ccccc1 (stereo not given)	12%	-2%	4%	-19%	-3%	1	-7%	1%	-3%	2%	-3%
26	COc1ccc2[nH]c3c(c2c1)CCN=C3C	-28%[16.9 µM]	-2%	-13%	8%	0%	0	-3%	-1%	-1%	-18%[17 µM]	-12%
27	CO[C@H]1CC=C2CCN3CCC4=C(CC(=O)OC4)[C@]23C1	-23%	-2%[46.1 µM]	0%	17%	3%[46.1 µM]	-2	4%	5%	2%	0%	1%
28	COC(=O)CC1(CC(=O)OC)C(=O)NC(=O)NC1=O	-24%	4%	-2%	0%	1%	-1	2%	-1%	2%	1%	3%
29	Cc1ccc(OCCSC2=NN2c2cc(C)nc(N)n2)cc1	18%	-15%	4%	12%	-1%	5	3%	-3%	-1%	3%	-1%
30	O=C(c1ccc(Cl)cc1)C1CCCN(Cc2ccc3ncccc3c2)C1 (stereo not given)	?	-27%	2%	-49%	-15%	1	-4%	-16%	-18%	7.1µM*	?

31	C[C@]12CCC(OC(=O)CCC(=O)O)CC1=CCC1C2CC[C@]2(C)C(=O)CCC12 (stereo not given in full)
32	COc1ccc(N2C(=O)/C(=C/c3cccs3)C(=O)NC2=S)cc1
33	COc1cccc(CN2CC=C(c3ccc(F)cc3)CC2)c1
34	CCc1c(C)nc(N)nc1N1N=C1SC
35	C=CCn1c(=O)c(C=Nc2cccc([N+](=O)[O-])c2)c(O)n(CCCC)c1=O
36	CCNC(=S)NCCC1=c2ccccc2=N/C1=C\c1c(O)n(C)c(=O)n(C)c1=O
entry no.,31,32,33,34,35,36
RORg inh,-16%,2%,-10%,0%,22%,?
Rab9 prom act,2%,-8%,-4%,-1%,2%,-13%
ELG1 genotox,-1%,?,-4%,-6%,0%,13%
BRCA1 expr up,0%,nt,nt,-28%,4%,-37%
NPC1 prom act,-2%,1%,0%,1%,?,1%
TRPV1 agonist,-1,3,2,3,3,nt
p53 reactivator,1%,-15%,7%,-1%,0%,0%
Tb PFK block,3%,3%,-3%,3%,-2%,24%
FLuc modulator,0%,?,3%,-11%,0%,?
VP16 counter,-2%,3%,-13%,-5%,8%,3%
ELG1 DNA repair,3%,23%,0%,6%,0%,?

37	Cc1nc2ccccc2c(=O)n1-c1cccc(O)c1
38	Cc1cccc(CN2CCCN(Cc3ccc(Cl)cc3)S2(=O)=O)c1
39	Cc1ccc(CN2CCN(Cc3ccccc3)CC2)cc1
40	CCN(CC)c1ccc(/C=C/[N+](=O)[O-])cc1
entry no.,37,38,39,40
RORg inh,2%,-8%,-5%,8.9µM*
Rab9 prom act,-2%,-3%,-2%,-3%
ELG1 genotox,0%,1%,-3%,?
BRCA1 expr up,0%,0%,-5%,-15%
NPC1 prom act,2%,-1%,-2%,-6%
TRPV1 agonist,1,28,6,?
p53 reactivator,4%,6%,-4%,-10%
Tb PFK block,2%,-26%,-4%,-10%
FLuc modulator,2%[2.3 µM],-4%,1%,19µM*
VP16 counter,13%,-18%,-18%,-73%
ELG1 DNA repair,7%,25%,-10%,?
